Screening data (PubChem)
CBFb-RUNX1 inh: CBF-beta/RUNX1 interaction disruption; AID 1477; AlphaScreen CBFb-His/RUNX1-biotin binding, biochemical; Potency, µM (titrated, usually from 59.8 µM), for inactives: at the top dose activity, negative = inhibition, actives largely listed as inhibitors; Q01196+Q13951; 230,000 tested, under 10 active; further: % of control where 0% means no effect
Target sequence (Q01196 whole entry, looked up): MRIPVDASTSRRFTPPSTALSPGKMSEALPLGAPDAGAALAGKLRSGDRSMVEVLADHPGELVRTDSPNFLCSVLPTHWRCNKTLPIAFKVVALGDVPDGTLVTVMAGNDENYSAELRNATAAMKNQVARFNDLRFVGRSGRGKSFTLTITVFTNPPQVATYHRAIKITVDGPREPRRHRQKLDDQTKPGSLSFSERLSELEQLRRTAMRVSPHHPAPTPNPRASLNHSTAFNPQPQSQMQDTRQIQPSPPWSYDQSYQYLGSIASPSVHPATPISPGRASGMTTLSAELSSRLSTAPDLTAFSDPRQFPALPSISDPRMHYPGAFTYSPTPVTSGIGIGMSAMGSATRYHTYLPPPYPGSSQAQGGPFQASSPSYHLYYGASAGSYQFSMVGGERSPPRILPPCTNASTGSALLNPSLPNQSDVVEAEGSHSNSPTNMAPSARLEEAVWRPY
Target sequence (Q13951 whole entry, looked up): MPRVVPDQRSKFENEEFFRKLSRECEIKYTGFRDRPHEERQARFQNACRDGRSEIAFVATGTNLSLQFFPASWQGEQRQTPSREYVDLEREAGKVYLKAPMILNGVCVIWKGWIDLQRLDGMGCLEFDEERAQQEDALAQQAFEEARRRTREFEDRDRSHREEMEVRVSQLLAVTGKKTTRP
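AlphaScreen proximity signal reports loss of binding between His-tagged CBF-beta and biotin-labelled RUNX1, each at 30 nM. Proteins are pre-associated for 20 minutes, compounds added for 15 minutes, then beads for 90 minutes, all at ambient temperature.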
IMPase Li inh: cell-permeable IMPase inhibitors with lithium potentiation. CHO-M1 cells, IP1 TR-FRET (IP-One), carbachol + lithium. Potency, µM (doses to about 59.4 µM), without a hit: top-dose activity, negative = IMPase inhibition, most hits filed as inhibitors. actives 0.35% (n = 210,000). AID 1457;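 further: IP1 builds up when IMPase is blocked and the TR-FRET signal falls; potency means the concentration at half of the fitted maximal effect; plate controls were basal vehicle for no effect and high inhibitor control for full effect; nearly all actives have a fitted effect of over 50% in size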
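Readout is a homogeneous TR-FRET IP1 immunoassay (Ex 320, Em 665 and 620), where raised cytosolic IP1 lowers signal. Cells were CHO-M1 treated 30 min at 37C with test compounds plus a little lithium; AC50 values came from Hill-equation fitting.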
LMNA splice mod: LMNA splicing modulation. actives 0.01% (n = 200,000). HeLa LMNA splicing GFP/RFP minigene ratio, 48 h. Potency, µM (titrated, usually from 46.1 µM), inactives show top-dose ratio change, negative = inhibition, most hits filed as inhibitors; active means well fitted inhibition curve with a large enough effect in the signal ratio, with a control signal flat, not every such curve was filed as active; inconclusive means small, poorly fitted or top-dose-only effect, or effect the other way, or a change in a side signal; the % refers to the signal ratio; further: potency means the concentration at half of the fitted maximal effect; on the % scale 0 is the no-effect control and ±100 the full control effect
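S3 HeLa stable clones carrying a lamin A-EGFP splicing minigene plus DsRed2 were seeded at 600 cells/well in Opti-MEM with 2% FBS, pin-dosed and incubated 48 h at 37°C. Acumen cytometry (488 nm) gave the GFP/RFP total-intensity ratio.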
Luc counter: Kinase-Glo luciferase inhibition (counter-screen). Q27757. Kinase-Glo luciferase, ATP luminescence, 8 min. Potency, µM (top dose mostly 38.3 µM), inactives show at the highest dose activity change, negative = inhibition, actives largely listed as inhibitors. actives 0.28% (n = 200,000). AID 1379; further: potency means the concentration at half of the fitted maximal effect; on the % scale 0 is the no-effect control and ±100 the full control effect; nearly all actives have a fitted effect of over 60% in size
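Recombinant Kinase-Glo luciferase, 10 uM ATP (linear range), luciferin; imidazole pH 7.2 / KCl / MgCl2 / Tween / BSA buffer; 8 min RT; luminescence.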
SMN2 splice enh: increases expression of the SMN2 splice variant | HEK293 SMN2-luciferase splicing reporter, luminescence, 30-36 h | AID 1458 | Potency, µM (series often up to 46.1 µM), for inactives: at the highest dose activity change, positive = activation, usual class: activators | actives 2.8% (n = 210,000); further: potency means the concentration at half of the fitted maximal effect; % of control where 0% means no effect; nearly all actives have a fitted effect of over 55% in size
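HEK293 cells carry an SMN2 […]–luciferase reporter in which exon 7 inclusion puts luciferase in frame. Cells were plated 10-12 h before compound addition, then incubated 30-36 h at 37C. ONE-Glo luminescence was read; sodium butyrate at 4.5 mM final served as control.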
HTT aggregate: reduces HttQ103-GFP aggregates in PC12 cells; actives 1.1% (n = 220,000); Potency, µM (top dose mostly 46.1 µM), without a hit: at the highest dose activity change, negative = inhibition, most hits filed as inhibitors; PC12 HttQ103-GFP aggregates, Acumen cytometry, 40 h; further: potency means the concentration at half of the fitted maximal effect; on the % scale 0 is the no-effect control and ±100 the full control effect; nearly all actives have a fitted effect of over 60% in size
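Inducible Q103 Huntingtin exon 1–GFP PC12 line, 1500 cells/well in phenol red free DMEM with 5% equine and 5% calf serum. Tebufenozide 100 nM induced expression; compounds titrated; aggregates quantified by cytometry.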
HTT cytoprotect: protects HTT-Q103 PC12 cells, measured by ATP; PC12 HTT-Q103 induced, cytoprotection, ATP luminescence, 40 h; Potency, µM (titrated, usually from 56.4 µM), for the others: cytoprotection (ATP increase), hits mostly activators; actives 0.14% (n = 230,000); AID 1471;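 further: potency means the concentration at half of the fitted maximal effect; % of control where 0% means no effect; nearly all actives have a fitted effect of over 45% in size; toxic huntingtin expression switched on by the ecdysone agonist tebufenozide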
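Stable PC12 Q103-GFP cells in serum-supplemented, phenol red-free DMEM; induction by tebufenozide at 100 nM final; compound dose series; cell viability quantified luminescently from ATP.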
Active calls of the source: *; ? = inconclusive; / = no result given; [ ] = dose if it differs, or a comment. Unless noted, the call rests on the fitted dose curve; in most records, active means well fitted curve in the direction sought with a large enough effect; inconclusive means small, poorly fitted or top-dose-only effect, or another doubt; inactive means no such curve, though single readings can be large; an effect the other way counts as inactive or inconclusive. Compounds as they come, and some 4% of all compounds hit somewhere here.

SMILES	CBFb-RUNX1 inh	IMPase Li inh	LMNA splice mod	Luc counter	SMN2 splice enh	HTT aggregate	HTT cytoprotect
CCOC(=O)C1CCN(c2nc3ccccc3n2CC(=O)c2ccccc2)CC1	19%	-17%	/	-2%	-8%	17%	0%
COC(=O)CCC(=O)NS(=O)(=O)c1ccc(N=NN2CCOCC2)cc1	15%	-5%	13%[46 µM]	1%	/	-9%[9.22 µM]	-5%[10 µM]
CSc1cccc(CN2CCN(CCc3ccccc3)C(CCO)C2)c1 (stereo not given)	9%	19%	4%[46 µM]	-2%	/	14%[9.22 µM]	6%[10 µM]
COC(=O)c1noc(C)c1-c1ccnn1C(=O)c1ccc(Cl)cc1	3%	/	/	/	/	-15%[9.22 µM]	-9%[10 µM]
N#Cc1nc(-c2ccc(Cl)cc2)oc1NCCc1ccccn1	9%	-4%	-8%	1%	22%	9%	-17%[10 µM]
CC1=N/C(=C\c2ccc([N+](=O)[O-])cc2)C(=O)N1c1ccc(Br)c(C)c1	-6%	7%[38.3 µM]	-16%	-3%	-24%	-7%	-7%
CN(C)c1cccc2c(S(=O)(=O)NCc3ccc(S(N)(=O)=O)cc3)cccc12	12%	/	/	/	/	-5%[9.22 µM]	9%[10 µM]
N#Cc1ccc(C23CC4CC(CC(C4)C2)C3)[nH]c1=O	5%	?	11%	-1%	21%	6%	-8%
Cc1nc2cc3ccccc3cc2n1C	15%	11%	?	-4%	0%	-3%	-7%[10 µM]
CCn1c(=S)[nH]c2ccccc21	5%	13%[38.3 µM]	-7%	15%	?	22%	9%
COc1ccc(CNC(=O)C2CCCN2S(=O)(=O)c2ccc(F)cc2)cc1 (stereo not given)	8%	3%	/	-2%	-2%	/	/
N#Cc1cc(C(=O)c2ccccc2OCC(=O)Nc2ccccc2Cl)cn(C2CCCCC2)c1=O	-2%	9%	-7%	-1%	-9%	-4%	15%[10 µM]
O=C(/C=C/c1ccccc1[N+](=O)[O-])NCCN1C(=O)S/C(=C\c2ccc(F)cc2)C1=O	-2%	1%	?	-9%	20%	33%	-23%
Cc1ccc2nc(NC(=O)CSCC(=O)OCC(=O)c3ccccc3)sc2c1	2%	-3%	-17%	-3%	-26%	2%	-8%[10 µM]
O=C(O)C(Cl)(c1ccccc1)c1ccccc1	/	3%	/	-2%[7.66 µM]	-3%[9.22 µM]	/	2%[10 µM]
COC(=O)c1cc(OC)c(OC)cc1NC(=O)c1cc(OC)cc(OC)c1	0%	15%	/	1%	-8%	?	15%[10 µM]
Cc1ccc(CNC(=O)CCC2CCCN(Cc3cc4ccccc4o3)C2)o1 (stereo not given)	4%	/	/	/	/	20%[9.22 µM]	-46%[inhibitor][10 µM]
O=C(CSc1nc(O)cc(=O)n1-c1ccccc1)N1CCCCC1	4%	8%[38.3 µM]	-8%	2%	22%	-18%	-9%
CCN1CCc2c(OCC(=O)N3CCC(C)CC3)cccc2C1=O	5%	-10%	/	2%	-2%	12%	?
COc1ccc(C2C(C(=O)/C=C/c3ccco3)=C(O)C(=O)N2CCN2CCOCC2)cc1OC (stereo not given)	0%	6%	?	-2%	-9%	5%	0%
CCN(CC(=O)NC(C)C)C(=O)Cc1ccc(C)c(C)c1	4%	-4%	/	-4%	19%	18%	-12%
CCOC(=O)CNC(=S)N(Cc1ccccc1)Cc1cccs1	6%	5%	/	15%	-59%[inhibitor]	7%	-6%
COC(=O)COc1ccc(S(=O)(=O)N2CCN(c3ccccc3F)CC2)cc1C	14%	-11%	-7%	-1%	-11%	21%	10%[10 µM]
COc1ccc(N2CCN(C(=O)CNS(=O)(=O)c3ccc(C)c(C)c3)CC2)cc1	-2%	-2%	?	4%	-3%	15%	10%[10 µM]
CCNC(=S)NNC(=O)c1cc(-c2ccccc2C)nc2ccccc12	-6%	-3%[38.3 µM]	6%	-1%	-9%	-3%	-2%
CCOC(=O)c1ccc(NC(=O)CCc2c(C)nc3ncnn3c2C)cc1	6%	4%	11%	-1%	16%	8%	-17%[1.9 µM]
Cc1onc(-c2ccccc2Cl)c1C(=O)NNC(=O)c1nn(C)cc1Cl	2%	3%	-5%[46 µM]	-3%	13%	/	/
CCOC(=O)Cc1csc(NC(=O)c2ccc(C)o2)n1	7%	-9%	1%	-12%	-6%	-8%	13%[10 µM]
COc1ccccc1N1CCN(Cc2cc(=O)n3ccsc3n2)CC1	-3%	-1%[38.3 µM]	?	0%	-8%	20%	21%
Cc1ccc(-n2cc(CNCCCN3CCCC3=O)c(-c3ccc(F)cc3)n2)cc1	6%	0%	?	-2%	/	15%[9.22 µM]	6%[10 µM]

Single values from above:
COC(=O)c1noc(C)c1-c1ccnn1C(=O)c1ccc(Cl)cc1 in HTT aggregate shows -15%[9.22 µM]
O=C(CSc1nc(O)cc(=O)n1-c1ccccc1)N1CCCCC1 in HTT aggregate shows -18%
COC(=O)c1cc(OC)c(OC)cc1NC(=O)c1cc(OC)cc(OC)c1 in Luc counter shows 1%
COc1ccc(N2CCN(C(=O)CNS(=O)(=O)c3ccc(C)c(C)c3)CC2)cc1 in CBFb-RUNX1 inh shows -2%
CCNC(=S)NNC(=O)c1cc(-c2ccccc2C)nc2ccccc12 in LMNA splice mod shows 6%
COC(=O)COc1ccc(S(=O)(=O)N2CCN(c3ccccc3F)CC2)cc1C in HTT cytoprotect shows 10%[10 µM]

Following part
SMILES	CBFb-RUNX1 inh	IMPase Li inh	LMNA splice mod	Luc counter	SMN2 splice enh	HTT aggregate	HTT cytoprotect
Cc1nn(-c2ccccc2)c(C)c1NC(=O)CCl	-3%	-1%	?	1%	-40%[inhibitor]	?	12%[1.9 µM]
Cn1nnc(NC(=O)c2cccc(OCc3ccccc3)c2)n1	8%	18%[38.3 µM]	20%	-2%	?	-5%	-21%[0.074 µM]
Cc1ccc(C(=O)N/C(=C\c2cccs2)C(=O)NCc2ccncc2)cc1	1%	3%[38.3 µM]	1%	1%	8%	24%	-12%
Cn1nnnc1SCC(=O)NC1CCCc2ccccc21 (stereo not given)	13%	22%	/	4%	-2%	-19%	-10%
COC(=O)COc1ccc2cccc(-n3cnnn3)c2c1	0%	-5%	2%[46 µM]	-1%	-26%	2%	-27%
CCOC(=O)C1CCN(c2nc(-c3ccc(C)cc3)nc3ccccc23)CC1	18%	17%	/	-2%	-18%	1%	-42%[inhibitor]
O=C(COC(=O)c1cccc(S(=O)(=O)N2CCCCC2)c1)NC1CCCc2ccccc21 (stereo not given)	1%	5%	-9%	5%	13%	-15%	-9%[10 µM]
COC1=C/C(=C/c2c(O)c(C#N)c3ccccn23)C=CC1=O	-23%	/	/	/	/	-17%[9.22 µM]	-5%[10 µM]
Cn1c(=O)c2c(SCc3ccccn3)nc(C3CC3)nc2n(C)c1=O	4%	22%[38.3 µM]	-9%	-5%	29%	-10%	-16%[10 µM]
CCN(CC)c1ccc(NC(=O)Cn2cc3c(n2)CCC(C)C3)c(C)c1 (stereo not given)	9%	53%[activator][38.3 µM]	-25%	-1%	-6%	-5%	6%
COc1ccc(OCc2cc(C(=O)O)c(C)o2)cc1	-2%	/	/	/	/	-13%[9.22 µM]	-35%[10 µM]
Cc1ccc(C(=O)COC(=O)CNC(=O)c2cccs2)cc1	-1%	6%[38.3 µM]	-6%	1%	-10%	11%	-8%
Cc1c(O)nc(SCC(=O)Nc2ccc3c4c(cccc24)CC3)n(-c2ccccc2)c1=O	-8%	1%	?	4%	-8%	5%	/
CCC(C)N1CC23C=CC(O2)C(C(=O)OC)C3C1=O (stereo not given)	11%	18%[38.3 µM]	3%	-4%	-9%	-3%	35%[10 µM]
Cc1noc(C)c1C(=O)N1CCC2(CC1)CN(c1ccccn1)C2	/	0%	/	-3%	-14%	/	3%
COCC(=O)Nc1nnc(COc2ccc(Cl)cc2)s1	11%	14%	-19%	-5%	27%	-4%	-4%[10 µM]
CCOC(CNC(=O)c1ccc2nc(N3CCC(C)CC3)sc2c1)OCC	7%	24%[38.3 µM]	-19%	-5%	-52%[inhibitor]	-11%	-14%
CCC1CCCCN1C(=O)Cn1c(C(=O)OC)cc2sc(Cl)cc21 (stereo not given)	-2%	24%[38.3 µM]	11%	-1%	-24%	-14%	18%[10 µM]
COC(=O)C1(C(C[N+](=O)[O-])c2ccco2)C(=O)NCC1c1ccccc1 (stereo not given)	-2%	/	/	/	/	-3%[9.22 µM]	5%[10 µM]
CCN1CCN(c2nc3ccccc3nc2C(C#N)C(=O)OCc2ccccc2)CC1 (stereo not given)	-10%	/	-5%	/	/	14%	-23%
COC(=O)CNC(=O)[C@@]1(C)C=C[C@@H](Cc2ccccc2)N1C(=O)OC	-4%	5%	/	-1%	-5%	/	?
O=C(O)c1ccccc1NC(=S)NC(=O)c1cccc2ccccc12	5%	0%	-5%[46 µM]	0%	3%	-8%	-30%
O=C(CN1CCN(S(=O)(=O)c2ccc(F)cc2)CC1)c1ccc(O)c(O)c1	?	5%	/	/	/	-22%	-17%
CCN(CC)C(=O)CC(c1ccccc1)c1ccco1 (stereo not given)	-2%	7%[38.3 µM]	6%	-1%	-2%	-2%	1%
Cc1nc2sc(C(c3ccccc3)N3CCN(C(=O)c4ccco4)CC3)c(O)n2n1 (stereo not given)	-3%	0%	-3%	2%	21%	-9%	-5%[10 µM]
COc1cccc(-c2nnc3n2N=C(C(C)(C)C)CS3)c1	3%	-13%[38.3 µM]	?	-4%	-54%[inhibitor]	2µM*	34%
Nc1ccccc1C(=O)C[C@H](N)C(=O)O	15%	-6%	/	/	-11%	/	-10%
Cc1ccc(OCCNC(=O)Cc2ccc(F)cc2)cc1	4%	1%	-5%[46 µM]	-2%	-2%	-11%	-47%[inhibitor]
Cc1cc(N2CCN(C)CC2)nc2ccc(NC(=S)N3CCOCC3)cc12	0%	-7%	?	1%	3%	14%	16%
COC(=O)c1cnn(-c2ccc(Cl)cc2)c1/C=N/NC(N)=S	0%	/	/	/	/	3%[9.22 µM]	11%[10 µM]

Fetched by compound from above, two records:
SMILES	CBFb-RUNX1 inh	IMPase Li inh	LMNA splice mod	Luc counter	SMN2 splice enh	HTT aggregate	HTT cytoprotect
Cc1ccc(C(=O)N/C(=C\c2cccs2)C(=O)NCc2ccncc2)cc1	1%	3%[38.3 µM]	1%	1%	8%	24%	-12%
CCN(CC)C(=O)CC(c1ccccc1)c1ccco1 (stereo not given)	-2%	7%[38.3 µM]	6%	-1%	-2%	-2%	1%
